Rad51 HR inh: human RAD51 strand exchange inhibitors, primary screen, biochemical, fluorescence; DNA repair protein RAD51 homolog 1 (Homo sapiens), Q06609; hRad51 DNA strand exchange, fluorescence dequenching; inhibition, % at 10 µM; actives 0.085% (n = 200,000); AID 1385, 2008;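 active = inhibition above 40% at the single screening dose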;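 also: 0% = DMSO control wells and 100% = blanks with heterologous ssDNA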
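material = hRad51 filaments on single-stranded DNA | timing = filaments 15 min 37 °C, then compound 30 min | signal = FRET fluorescence dequenching, excitation 485 nm, emission 520 nm | benchmarks = control wells and blank wells on each plate | evaluation = percent inhibition relative to plate controls and blanks | compound = 10 µM final, single point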
hK5 inh: human KLK5 protease inhibitors, primary screen, biochemical, 1536-well; recombinant hK5, fluorogenic AMC substrate cleavage; inhibition, % at 5 µM; actives 0.59% (n = 210,000); Kallikrein-5 (Homo sapiens), Q9Y337;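 active = inhibition of 40% or more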;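 also: 0% = enzyme controls without compound and 100% = no-enzyme blanks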
Target sequence (Q9Y337 67-293 limits assumed): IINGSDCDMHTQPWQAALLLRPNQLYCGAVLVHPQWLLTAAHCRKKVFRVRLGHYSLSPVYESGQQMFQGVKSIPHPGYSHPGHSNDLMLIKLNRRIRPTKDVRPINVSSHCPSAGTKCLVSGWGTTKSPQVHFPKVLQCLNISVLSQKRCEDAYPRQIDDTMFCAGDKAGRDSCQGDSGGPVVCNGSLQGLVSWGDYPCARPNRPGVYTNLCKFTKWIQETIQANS
14-3-3 Bad inh: inhibitors of 14-3-3 zeta/Bad binding, primary screen, biochemical, TR-FRET, bovine 14-3-3 zeta; 14-3-3 protein zeta/delta (Bos taurus), P63103; inhibition, % at 21.7 µM; actives 0.71% (n = 220,000); TR-FRET 14-3-3zeta/Dy647-pBad peptide displacement, 1 h;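 active = inhibition above about 70%, limit read from the data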;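 also: 0% = full 14-3-3 plus peptide FRET controls and 100% = background without 14-3-3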
Target sequence (P63103 whole entry, looked up): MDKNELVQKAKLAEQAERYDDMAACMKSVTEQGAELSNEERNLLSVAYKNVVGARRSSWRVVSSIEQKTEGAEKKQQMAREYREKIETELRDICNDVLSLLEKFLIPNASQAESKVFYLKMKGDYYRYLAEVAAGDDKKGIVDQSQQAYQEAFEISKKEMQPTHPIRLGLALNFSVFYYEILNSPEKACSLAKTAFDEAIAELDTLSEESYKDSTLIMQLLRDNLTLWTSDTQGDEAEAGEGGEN
Wee1 stabilizer: Wee1 degradation inhibitors, primary screen, cell-based, HeLa, Wee1K328M-luciferase, luminescence; HeLa Luc-Wee1K328M stability; 100% = proteasome inhibitor MG132 effect; Wee1-like protein kinase (Homo sapiens), P30291; reporter increase, % at 5 µM; AID 1321, 2008; actives 1.2% (n = 220,000);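 active = activation above the mean of all tested compounds plus 3 SD, set per screening run, cut at about 8.8% in these data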;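 also: cells exposed to compound for 20 h before luminescence read; 0% = DMSO alone and 100% = MG132 at 30 µM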
FXIIa inh 1536: human FXIIa protease inhibitors, primary screen, biochemical, 1536-well. purified FXIIa, Boc-QGR-AMC fluorogenic substrate, 2 h. inhibition, % at 5 µM. actives 0.3% (n = 220,000). AID 800, 2007; in the data active = inhibition above about 40%;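 also: 0% = enzyme with no compound and 100% = blank without enzyme; many of its hits are not listed in these tables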
Mdm2 ligase inh: MDM2-luciferase reporter signal enhancers, primary screen, MDM2 E3 ligase inhibitor project, cell-based, luminescence, 1536-well. E3 ubiquitin-protein ligase Mdm2 (Homo sapiens), Q00987. cell-based MDM2 ubiquitination luciferase reporter, 2 h; 0 = plate control, 100 = twice control, blank-subtracted. signal enhancement, % at 5 µM. actives 0.11% (n = 210,000);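 active = signal enhancement of 30% or more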;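 also: luminescence tracks abundance of the self-degrading MDM2-luciferase fusion protein; higher signal means inhibition of MDM2 E3 ligase activity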
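System: stable MDM2–luciferase fusion reporter cells / Input: 2000 cells seeded into each well / Schedule: 4 h settle plus 2 h compound, 37 °C / Compound: single-point 5 µM / Buffer or medium: cells held in DMEM / Benchmarks: control and blank well means / Evaluation: percent signal gain over controls, blank-subtracted / Measured by: luciferase luminescence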
p97 ATPase inh: inhibitors of human p97 ATPase, primary screen, biochemical | Transitional endoplasmic reticulum ATPase (Homo sapiens), P55072 | recombinant p97 ATPase, Kinase-Glo ATP luminescence, 3 h | inhibition, % at 8 µM | actives 0.42% (n = 220,000) | AID 1481, 2009; in the data active = inhibition above about 15%;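 also: 0% = DMSO vehicle and 100% = wells lacking enzyme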
FXIa inh: human FXIa protease inhibitors, primary screen, biochemical, 1536-well; Coagulation factor XI (Homo sapiens), P03951; purified FXIa, Boc-Glu-Ala-Arg-AMC fluorogenic substrate; inhibition, % at 5 µM; actives 0.14% (n = 220,000); AID 798, 2007;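 active = inhibition of at least 40%; inactive = inhibition below 40%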;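 also: fluorescence of freed AMC excited at 355 nm; 0% = enzyme without compound and 100% = no enzyme blank; many of its hits are not listed in these tables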
Target sequence (P03951 19-387 limits assumed): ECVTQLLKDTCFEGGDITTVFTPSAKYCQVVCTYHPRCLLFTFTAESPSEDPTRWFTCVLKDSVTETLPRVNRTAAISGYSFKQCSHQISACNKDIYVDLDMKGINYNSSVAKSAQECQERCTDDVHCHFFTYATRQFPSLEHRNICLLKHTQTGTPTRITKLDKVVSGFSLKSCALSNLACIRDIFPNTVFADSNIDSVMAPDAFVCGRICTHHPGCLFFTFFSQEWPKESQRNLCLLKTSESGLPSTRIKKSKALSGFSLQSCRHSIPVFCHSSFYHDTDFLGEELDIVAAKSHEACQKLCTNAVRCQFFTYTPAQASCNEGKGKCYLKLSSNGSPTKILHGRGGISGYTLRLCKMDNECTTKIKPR
Target sequence (P03951 388-625 limits assumed): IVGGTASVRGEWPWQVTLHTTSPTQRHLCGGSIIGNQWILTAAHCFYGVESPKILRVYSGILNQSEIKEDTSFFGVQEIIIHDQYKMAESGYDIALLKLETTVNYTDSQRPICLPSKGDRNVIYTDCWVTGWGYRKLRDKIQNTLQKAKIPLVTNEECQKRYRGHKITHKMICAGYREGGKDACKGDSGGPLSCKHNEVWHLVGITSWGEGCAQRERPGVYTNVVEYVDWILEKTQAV
eIF4E 4G PPI: eIF4E–eIF4G protein interaction inhibitors, primary screen, biochemical, uHTS, TR-FRET, eIF4GI fragment; inhibition, % at 21.7 µM; actives 0.37% (n = 220,000); TR-FRET eIF4E-eIF4GI(517-606) binding, 2 h; AID 782, 2007; Eukaryotic translation initiation factor 4E (Mus musculus) + Eukaryotic translation …;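 active = inhibition above about 30%, limit read from the data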;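 also: 0% = full FRET control wells and 100% = background wells lacking eIF4GI fragment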
Numbers without * were called inactive; · = no result given; [ ] = remark or other dose.

1. COc1cc2c(cc1OC)C(c1cc3ccccc3oc1=O)=NC(C)(C)C2
2. Cc1cc(C(=O)Cn2cc(C(F)(F)F)ccc2=O)c(C)n1-c1ccccc1
3. Cc1ccc(S(=O)(=O)NC(=O)Nn2c(C)nnc2C)cc1
4. CCc1nnc(NC(=O)Cc2cc(OC)c(OC)c(OC)c2)s1
5. CC[N+]1(CC)CC2CCC(C)(C1)C2(C)C (stereo not drawn)
6. COc1cccc(C2CC(C(F)(F)F)n3nc(C(=O)NCc4cccnc4)cc3N2)c1 (stereo not drawn)
Compound,1,2,3,4,5,6
p97 ATPase inh,-1,-2,5,4,-2,2
FXIIa inh 1536,15,14,17,2,3,-7
eIF4E 4G PPI,0,-7[fluorescence artefact?],1,-4,0,6[fluorescence artefact?]
hK5 inh,-6,-3,-27,-5,-8,0
Rad51 HR inh,-2,13,5,-4,31,-3
14-3-3 Bad inh,3,-4[fluorescence artefact?],27,-2,8,11
Mdm2 ligase inh,3,5,2,-7,-10,-13
FXIa inh,5,11,6,2,-9,-3
Wee1 stabilizer,-1,1,-1,-2,-2,0

7. O=C(OCC#CCSc1nnc(-c2cccc3ccccc23)o1)c1ccco1
8. CCC1Oc2ccccc2N(CC(=O)NCc2cccs2)C1=O (stereo not drawn)
9. Cc1nonc1CN(C)C(=O)CC1C(=O)NCCN1Cc1c(F)cccc1Cl (stereo not drawn)
10. COc1cccc(NC(=O)Cn2c3ccccc3c3nc4n(c(=O)c32)CCS4)c1
11. COc1ccc(OC)c(NC(=O)C2=C(C)Nc3ncnn3C2c2cccs2)c1 (stereo not drawn)
12. COc1ccccc1NC(=O)Cc1noc(CSc2cccc[n+]2[O-])n1
Compound,7,8,9,10,11,12
p97 ATPase inh,-1,2,1,0,-3,4
FXIIa inh 1536,10,9,7,11,8,-2
eIF4E 4G PPI,7,4,-1,-1,10,-6[fluorescence artefact?]
hK5 inh,13,·,0,5,-5,-25
Rad51 HR inh,-9,·,-2,4,-3,-2
14-3-3 Bad inh,24,-2,-6,11,-14,-14[fluorescence artefact?]
Mdm2 ligase inh,-7,-19,-6,-16,-18,-6
FXIa inh,0,-2,-2,10,-3,1
Wee1 stabilizer,-2,3,1,-3,2,1

13. Cc1ccc(Nc2nc3ccccc3s2)c(C)c1
14. COc1cccc(N2CC(C(=O)Nc3nnc(SCc4cccnc4)s3)CC2=O)c1 (stereo not drawn)
15. O=c1[nH]c2ccc(S(=O)(=O)NCc3ccccc3)cc2[nH]1
16. O=C(Nc1ccc(F)cc1F)N1CCCN(CCOc2ccccc2)CC1
17. O=C(Nc1ccc2nc(SCc3ccc(Cl)cc3)sc2c1)c1ccccc1C(=O)N1CCOCC1
18. O=C(c1ccco1)N1CCN(/C(=N/S(=O)(=O)c2cccs2)c2ccccc2Cl)CC1
Compound,13,14,15,16,17,18
p97 ATPase inh,-2,2,3,2,2,3
FXIIa inh 1536,11,3,0,4,7,8
eIF4E 4G PPI,-2,2,2,0,-6,-2
hK5 inh,-19,10,-6,-1,0,0
Rad51 HR inh,1,5,11,9,1,9
14-3-3 Bad inh,-18[fluorescence artefact?],3[fluorescence artefact?],-7,1,-14,-2
Mdm2 ligase inh,-36,-19,-17,-4,-32,4
FXIa inh,8,-2,-5,0,3,5
Wee1 stabilizer,7,5,7,1,-1,2

19. Cc1nc(SCC(=O)N2CCN(c3ccccc3)CC2)c2oc3ccccc3c2n1
20. COc1nnc(-c2ccc(N3CCOCC3)c(NC(=O)c3ccccc3)c2)c2ccccc12
21. Cc1oc(-c2cccc(Cl)c2)nc1CSc1nc2c(c(=O)[nH]1)CCC2
22. COc1ccccc1C(=O)Nc1nc2nc(-c3ccccc3)cc(=O)n2[nH]1
23. S=c1[nH]nc(-c2ccc(Cl)cc2)n1/N=C/c1cccs1
24. Cc1nnc(NC(=O)c2ccccc2NC(=O)c2ccccc2)s1
Compound,19,20,21,22,23,24
p97 ATPase inh,-3,-6,2,15*,8,11
FXIIa inh 1536,11,1,-3,10,14,3
eIF4E 4G PPI,-9,-6,0,10,95*,1
hK5 inh,-3,-25,-9,-13,2,1
Rad51 HR inh,28,8,-2,-1,·,10
14-3-3 Bad inh,1[fluorescence artefact?],-3,7,22,3,5
Mdm2 ligase inh,-15,-6,·,-27,-8,-13
FXIa inh,-4,1,-1,-3,4,11
Wee1 stabilizer,-2,3,-2,-1,2,-1

25. CCN(C(=O)COC(=O)c1cc(-c2cccc3ccccc23)nc2ccccc12)C1CCS(=O)(=O)C1 (stereo not drawn)
26. CCOc1ccc(C2CC(c3ccccc3C)n3ncnc3N2)cc1 (stereo not drawn)
27. Cc1cc(C)nc(Nc2ncc(O)n2-c2ccc(Br)cc2)n1
28. CCC(=O)Nc1ccc(C(=O)Nc2cccnc2)cc1
29. CCC(=O)Nc1c(C(=O)Nc2cccc(OC)c2)oc2ccccc12
30. COC(=O)c1cc(=O)cc(C(=O)OC)o1
Compound,25,26,27,28,29,30
p97 ATPase inh,-1,0,0,2,1,3
FXIIa inh 1536,4,16,8,9,17,9
eIF4E 4G PPI,0,3,-3,-4[fluorescence artefact?],0,1
hK5 inh,-13,-5,2,-14,-4,-3
Rad51 HR inh,3,-1,-73,0,-2,0
14-3-3 Bad inh,-14[fluorescence artefact?],-1,-9,-9,4,-8
Mdm2 ligase inh,-4,-11,-8,-14,-2,·
FXIa inh,-5,-5,4,-10,1,0
Wee1 stabilizer,-2,4,-2,-1,2,3

31. COc1cccc(OC)c1OCCNC(C)(C)C
32. CC(C)(C)OC(=O)N1CCC[C@H]1c1nnc(SC/C=C/c2ccccc2)o1
33. COc1ccc(NC(=O)CN(C)CC(=O)Nc2ccc(N3CCOCC3)cc2)c([N+](=O)[O-])c1
34. COc1cc(C(C)=O)ccc1OCCN1CCC(Cc2ccccc2)CC1
35. O=C(CSc1nnc(SCc2ccccc2)s1)N/N=C/C=C/c1ccco1
36. Cc1ccc2nc(-c3cccnc3)c(Nc3ccccc3C)n2c1
Compound,31,32,33,34,35,36
p97 ATPase inh,0,-9,5,0,6,-1
FXIIa inh 1536,17,0,8,-2,9,8
eIF4E 4G PPI,0,3,2,4,23,1
hK5 inh,-4,1,-2,-23,-50,1
Rad51 HR inh,-2,5,1,13,-7,7
14-3-3 Bad inh,36,-4,-14,22,-7[fluorescence artefact?],-16
Mdm2 ligase inh,-6,-17,22,-11,-10,-3
FXIa inh,6,-5,4,-6,3,10
Wee1 stabilizer,-2,-1,2,0,2,7

37. CCn1c(SCC(=O)N2CCCc3ccccc32)nc2c1c(=O)n(C)c(=O)n2C
38. N/C(=N\OC(=O)c1cccc([N+](=O)[O-])c1)c1ccccn1
39. O=C(Cc1cccs1)NC1CCCC1
40. NC(=O)C1CCN(c2ccc(C(F)(F)F)cn2)CC1
41. O=C(CCC1CCCC1)N1CCN(C(=O)c2cccnc2)CC1
42. O=C1CCC(=O)N1CCCCCc1nc(-c2ccccc2)no1
Compound,37,38,39,40,41,42
p97 ATPase inh,-6,0,7,3,-3,0
FXIIa inh 1536,11,6,9,12,5,-1
eIF4E 4G PPI,-2,1,-3,-1,1,-18
hK5 inh,-13,4,6,4,-18,-25
Rad51 HR inh,7,15,-3,-10,1,·
14-3-3 Bad inh,-3,-9,-12,-10,-2[fluorescence artefact?],-3
Mdm2 ligase inh,-14,-19,4,-26,-8,-11
FXIa inh,0,2,-1,1,-1,-4
Wee1 stabilizer,-3,8,1,0,0,0

43. COCCn1c(N)c(N(Cc2ccccc2)C(=O)C2CCCCC2)c(=O)[nH]c1=O
44. COc1ccc(N(C)C(=O)c2cc3c(s2)-c2ccccc2S(=O)(=O)C3)cc1
45. COc1cccc(C(=O)c2c[nH]c(C(=O)NCc3cccnc3)c2)c1
46. O=C(O)/C=C/C(=O)Nc1ccc(OC(F)(F)F)cc1Br
47. COC(=O)CN(c1ccccc1F)S(=O)(=O)c1ccccc1
48. CCN(CC1COc2ccccc2O1)C(=S)NCCCN(C)C (stereo not drawn)
Compound,43,44,45,46,47,48
p97 ATPase inh,2,12,3,11,3,9
FXIIa inh 1536,2,11,8,5,14,1
eIF4E 4G PPI,2,-4,-3,6,0,4
hK5 inh,4,1,2,-4,-24,-2
Rad51 HR inh,2,15,-6,-14,11,-5
14-3-3 Bad inh,-14,3,-3,0,0,-6
Mdm2 ligase inh,1,-10,-11,-1,-5,1
FXIa inh,-3,1,-1,5,7,-3
Wee1 stabilizer,4,-3,-2,2,0,2

49. CCSc1nnc(NC(=O)c2cc(C)nc3ccccc23)s1
50. CCN(C(=O)CSc1nnc(NCc2ccccc2)s1)C1CCS(=O)(=O)C1 (stereo not drawn)
51. CCCc1cc(=O)[nH]c(-n2[nH]c3c(c2=O)CCCC3)n1
52. CC1S/C(=N/N=C/c2cccs2)NC1=O (stereo not drawn)
53. Cc1nn(C(C)(C)C)c(OC(=O)c2ccc(Br)o2)c1Sc1ccccc1
54. COc1cccc(C(=O)COc2cccc(NC(=O)c3cccc([N+](=O)[O-])c3)c2)c1
Compound,49,50,51,52,53,54
p97 ATPase inh,5,3,-5,4,3,4
FXIIa inh 1536,11,4,12,6,-1,10
eIF4E 4G PPI,1,-1,6,3,0,3
hK5 inh,-9,-10,-29,-5,0,-3
Rad51 HR inh,1,37,·,9,-23,-17
14-3-3 Bad inh,-7,-7,1[fluorescence artefact?],3[fluorescence artefact?],-2,5
Mdm2 ligase inh,0,-2,-14,-11,-14,-17
FXIa inh,1,-5,0,0,4,-3
Wee1 stabilizer,11*,3,-2,2,1,0

Structures listed so far that contain fluorine:
2. Cc1cc(C(=O)Cn2cc(C(F)(F)F)ccc2=O)c(C)n1-c1ccccc1
6. COc1cccc(C2CC(C(F)(F)F)n3nc(C(=O)NCc4cccnc4)cc3N2)c1 (stereo not drawn)
9. Cc1nonc1CN(C)C(=O)CC1C(=O)NCCN1Cc1c(F)cccc1Cl (stereo not drawn)
16. O=C(Nc1ccc(F)cc1F)N1CCCN(CCOc2ccccc2)CC1
40. NC(=O)C1CCN(c2ccc(C(F)(F)F)cn2)CC1
46. O=C(O)/C=C/C(=O)Nc1ccc(OC(F)(F)F)cc1Br
47. COC(=O)CN(c1ccccc1F)S(=O)(=O)c1ccccc1
Compound,2,6,9,16,40,46,47
p97 ATPase inh,-2,2,1,2,3,11,3
FXIIa inh 1536,14,-7,7,4,12,5,14
eIF4E 4G PPI,-7[fluorescence artefact?],6[fluorescence artefact?],-1,0,-1,6,0
hK5 inh,-3,0,0,-1,4,-4,-24
Rad51 HR inh,13,-3,-2,9,-10,-14,11
14-3-3 Bad inh,-4[fluorescence artefact?],11,-6,1,-10,0,0
Mdm2 ligase inh,5,-13,-6,-4,-26,-1,-5
FXIa inh,11,-3,-2,0,1,5,7
Wee1 stabilizer,1,0,1,1,0,2,0
